# EPAC2 agonist: activates human EPAC2 exchange factor | Q8WZA2 | EPAC2 activation, biochemical qHTS; response scale: 100% = 6.5 mM cAMP response | Potency, µM (series often up to 154 µM), without a hit: at the highest dose activation, usual class: activators | hit rate 0.079% among 360,000; further: nearly all actives have a fitted effect of over 50% in size
#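 In this primary screen, activation is scored as increased exchange of BODIPY-GDP from Rap1B by 100 nM EPAC2, with 50 uM GDP as competitor. Signal is normalized to the 6.5 mM cAMP agonist control.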
# PTHR1 ag: PTHR1 (human) receptor agonism; Q03431; HEK293 GP2 PTHR1 cells, GloSensor cAMP luminescence, 1 h; Potency, µM (highest dose often 115 µM), inactives show top-dose activation, actives largely listed as activators; hit rate 0.075% among 410,000; AID 743266; further: nearly all actives have a fitted effect of over 55% in size; some results filed as inactive show a strong effect at the top dose; inactives centre near -15; many of its hits are not listed in these tables
#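 HEK-293-derived GP2 cells expressing PTHR1 and a GloSensor cAMP reporter, 3,000/well, plated overnight, given luciferin plus IBMX (each 0.5 mM as added) for 1 h at 37 °C, then compound for 1 h at 37 °C. Luminescence was read after 15 min at room temperature.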
# EPAC1 antag: antagonists of human EPAC1; hit rate 0.14% among 360,000; EPAC1 GEF assay, Rap1b-BODIPY-GDP exchange fluorescence; Potency, µM (series often up to 115 µM), without a hit: at the highest dose activity change, negative = inhibition, actives largely listed as inhibitors; O95398;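 further: plate controls were vehicle for no effect and positive control for full effect; nearly all actives have a fitted effect of over 50% in size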
# Target sequence (O95398 whole entry, looked up): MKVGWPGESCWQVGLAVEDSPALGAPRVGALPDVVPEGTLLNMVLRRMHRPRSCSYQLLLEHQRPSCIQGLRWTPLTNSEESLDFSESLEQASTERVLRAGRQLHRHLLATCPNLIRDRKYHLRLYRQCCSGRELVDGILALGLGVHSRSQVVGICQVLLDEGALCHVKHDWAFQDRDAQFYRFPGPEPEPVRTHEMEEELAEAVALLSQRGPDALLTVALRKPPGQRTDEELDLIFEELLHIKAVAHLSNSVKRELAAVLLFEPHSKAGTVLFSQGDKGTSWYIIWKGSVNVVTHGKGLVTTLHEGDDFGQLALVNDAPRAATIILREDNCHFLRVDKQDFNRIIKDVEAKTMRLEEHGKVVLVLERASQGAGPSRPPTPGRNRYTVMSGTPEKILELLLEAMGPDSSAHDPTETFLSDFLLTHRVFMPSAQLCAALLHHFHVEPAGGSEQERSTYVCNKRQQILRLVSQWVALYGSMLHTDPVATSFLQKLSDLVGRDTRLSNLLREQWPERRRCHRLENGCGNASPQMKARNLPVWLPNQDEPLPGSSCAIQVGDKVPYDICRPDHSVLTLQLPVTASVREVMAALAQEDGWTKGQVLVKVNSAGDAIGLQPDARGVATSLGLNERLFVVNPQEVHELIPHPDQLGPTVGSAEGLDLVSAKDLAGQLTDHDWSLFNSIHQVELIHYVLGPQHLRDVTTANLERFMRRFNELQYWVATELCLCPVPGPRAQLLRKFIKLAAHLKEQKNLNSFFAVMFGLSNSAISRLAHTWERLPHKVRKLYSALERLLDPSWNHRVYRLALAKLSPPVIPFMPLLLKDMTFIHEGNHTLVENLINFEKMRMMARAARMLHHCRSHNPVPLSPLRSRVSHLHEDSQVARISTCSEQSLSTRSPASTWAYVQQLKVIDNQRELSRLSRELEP
# TDP43 rescue: rescues yeast growth from TDP-43 toxicity | TDP-43 expressing yeast growth rescue, BacTiter-Glo, 24 h | Potency, µM (top dose mostly 46.1 µM), without a hit: at the highest dose growth rescue (activation), most hits filed as activators | hit rate 1.8% among 410,000 | AID 652104; further: % of control where 0% means no effect; nearly all actives have a fitted effect of over 50% in size
#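 Luminescence from BacTiter-Glo reports growth of TDP-43-expressing yeast after 24 hr at 30 deg C with compound. Cells were raffinose-pregrown to mid-log, then seeded in galactose medium at OD600=0.02.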
# aSyn rescue: alpha-synuclein toxicity inhibition in yeast; Yeast expressing alpha-synuclein, growth rescue, BacTiter-Glo, 24 h; Potency, µM (titrated, usually from 46.1 µM), for the others: at the top dose growth rescue (activation), usual class: activators; hit rate 0.14% among 370,000; AID 652106; further: % of control where 0% means no effect; nearly all actives have a fitted effect of over 65% in size
#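 Readout is rescue of growth in alpha-synuclein-expressing yeast, so inhibitors of toxicity appear as activators. Growth after 24 hr at 30 deg C in galactose medium is quantified by luminescence.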
# FUS suppressor: rescues growth of FUS-expressing yeast; hit rate 0.24% among 390,000; Potency, µM (series often up to 76.6 µM), inactives show at the highest dose growth rescue (activation), most hits filed as activators; S. cerevisiae FUS-expressing, growth rescue, OD600, 24 h;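 further: plate controls were DMSO vehicle for no effect and reference control for full effect; nearly all actives have a fitted effect of over 55% in size; some results filed as inactive show a strong effect at the top dose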
#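 Read-out: OD at 600 nm after 24hr at 30C, reporting rescue of FUS-induced yeast toxicity. Cells at OD 0.005 in galactose (2%) minimal medium; compounds tested in a dilution series; CP55940 titration from 92uM final as control.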
# EPAC1 agonist: agonists of human EPAC1. O95398. EPAC1 agonist qHTS, biochemical assay; response scale: 100% = response to 6.5 mM cAMP. Potency, µM (doses to about 154 µM), without a hit: top-dose activation, actives largely listed as activators. hit rate 0.073% among 360,000. AID 720707; further: nearly all actives have a fitted effect of over 60% in size
#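 Multi-concentration qHTS readout: loss of Rap1B-bound BODIPY-GDP fluorescence driven by 100 nM EPAC1 with excess GDP (50 uM), monitored kinetically at room temperature; agonist response expressed relative to 6.5 mM cAMP.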
# EPAC2 antag: EPAC2 (human) antagonism | hit rate 0.18% among 360,000 | Q8WZA2 | Potency, µM (doses to about 114 µM), inactives show at the top dose activity, negative = inhibition, actives largely listed as inhibitors | AID 720708 | EPAC2 GEF exchange of Rap1B-BODIPY-GDP, fluorescence; further: on the % scale 0 is the no-effect control and ±100 the full control effect; nearly all actives have a fitted effect of over 45% in size; many of its hits are not listed in these tables
# An asterisk follows results filed as active; i = inactive; u = inconclusive; x = not tested or not shown; [ ] = dose if it differs, or a comment. The call rests on the fitted dose curve; in most records, active means well fitted curve in the direction sought with a large enough effect; inconclusive means small, poorly fitted or top-dose-only effect, or another doubt; inactive means no such curve, though single readings can be large; an effect the other way counts as inactive or inconclusive. Potency means the concentration at half of the fitted maximal effect. These rows are one share of the data; rates above refer to the full screens.
mol,EPAC2 agonist,PTHR1 ag,EPAC1 antag,TDP43 rescue,aSyn rescue,FUS suppressor,EPAC1 agonist,EPAC2 antag
COc1ccc(C)cc1-n1nnnc1SCC(=O)NC1CCCC1,7%,i,-24%,-5%,-1%,2%,5%,-7%
Cc1cc(OCC(=O)NC(C)c2ccccc2)ccc1[N+](=O)[O-] (configuration not stated),9%,-74%[inhibitor],0%,-5%,11%,u,-2%,3%
O=C(NCC(c1ccco1)N1CCOCC1)c1cccc([N+](=O)[O-])c1 (configuration not stated),1%,i,-15%,7%,-3%,-6%,-9%,18%
Nc1cccc(C#Cc2ccc3c(c2)C(=O)/C(=C/c2ccsc2)O3)c1,-1%,-6%,10%,u,0%,9%,-14%,-19%
O=C(COC(=O)CCc1nc2ccccc2s1)Nc1nc(-c2ccccc2)cs1,5%,-62%[inhibitor],-16%,2%,4%,-4%,7%,-28%
Cc1[nH]c(-c2ccc3c(c2)OCO3)nc1C(=O)O,4%,-14%,-3%,-5%,-7%,-35%,2%,4%
Cc1ccccc1C(=O)NNC(=O)/C=C\C(=O)O,8%,-21%,11%,-7%,12%,-16%,6%,0%
O=C1c2ccccc2CCC12N=NCC2c1ccccc1 (configuration not stated),22%,-87%[inhibitor],-15%,-9%,1%,25%,8%,-4%
CCOc1cc(C(=O)N2CCC(CC3CC(c4ccccc4)=NO3)(C(=O)NCc3ccc(OC)cc3)CC2)cc(OCC)c1OCC (configuration not stated),-12%,i,-15%,2%,0%,18µM*,-8%,-10%
O=C(COC(=O)c1ccc(Cl)nc1)NCCNC(=O)COC(=O)c1ccc(Cl)nc1,16%,-25%,-16%,0%,-8%,5%,1%,2%
Cc1oc2c(CN3CCCC3)c(O)ccc2c(=O)c1-c1ccccc1,-3%,-5%[57.5 µM],-8%,-19%,-2%,34%,-1%,2%
O=C1CS/C(=N/N=C/c2ccc(OS(=O)(=O)c3ccccc3)cc2)N1,-2%,-22%,6%,9%,3%,-2%,-4%,7%
Cc1ccc(S(=O)(=O)N2CCOCC2)cc1C(=O)Nc1ccc2c(c1)CCC2,8%,-9%,3%,20%,-7%,4%,8%,-2%
Cc1ccc(CN2CC(C(=O)Nc3ccc4c(C)cc(=O)oc4c3)CC2=O)cc1 (configuration not stated),-15%,i,-8%,1%,-1%,17%,7%,-2%
Cc1ccccc1-n1nc(C)c2cc(C(=O)N3CCOCC3)sc21,2%,-12%[57.5 µM],0%,11%,8%,29%,5%,1%
CCC(C)NC(=O)COC(=O)c1cccnc1Nc1ccccc1F (configuration not stated),6%,i,-8%,11%,-3%,9%,-3%,4%
C[C@H](CO)N1C[C@H](C)[C@@H](CN(C)CC2CCOCC2)Oc2cc(C#Cc3ccccc3F)ccc2S1(=O)=O,13%,-6%,4%,0%,6%,14%,-10%,-2%
Cc1ccc2nc(NC(=O)[C@H](C)N3C(=O)C4CC=CCC4C3=O)sc2c1 (some centres not stated),-2%,7%,-1%,23%,6%,12%,-4%,2%
CCOC(=O)C1=C(O)C(=O)N(C2CCCCC2)C1,0%,i,0%,-35%[inhibitor],5%,-5%,14%,-2%
C=CC[C@@H](CC(=O)N(CCO)Cc1ccccc1)C(=O)N[C@H](COC(=O)[C@@H](CC=C)CC(=O)OC(C)(C)C)c1ccccc1,-4%,4%,u,-19%,-8%,u,-33%[inhibitor],-20%
Cc1cc(C)c2c(=O)n(CC(=O)NCCCN3CCOCC3)sc2n1,-5%,i,16%,-59%[inhibitor],-53%[inhibitor],-1%,-7%,8%
COc1ccc([C@@H]2CC(=O)c3c(O)cc(O[C@@H]4OC(CO[C@@H]5OC(C)[C@H](O)[C@@H](O)[C@H]5O)[C@@H](O)[C@H](O)[C@H]4O)cc3O2)cc1O (some centres not stated),7%,i,-27%,9%,6%,-9%,-11%,-15%
O=c1[nH]cnc2nc(-c3ccccc3)c(-c3ccccc3)nc12,-4%,i,-15%,11%,1%,-8%,0%,0%
CCCC(=O)NC(=S)Nc1cccc2c(O)cccc12,4%,i,-3%,-8%,13%,31%,2%,6%
O=C(O)c1ccc(N/N=C2/CCCc3ccccc32)cc1,3%,-24%,-29%,14%,11%,-10%,0%,-29%
NC1=NC(=O)C(c2ccccc2)C(=O)N1 (configuration not stated),6%,-13%,7%,-12%,-5%,-5%,10%,-3%
Cc1cccc(CSc2nc3c(cc2C#N)CCC3)c1,2%,i,-10%,9%,3%,-15%,0%,-7%
Cc1c(NC(=O)c2c(O)c3ccccc3n(C)c2=O)c(=O)n(-c2ccccc2)n1C,6%,4%,-24%,-10%,0%,0%,-1%,-8%
CN1C(=O)N(CC(=O)Nc2nccs2)C(=O)C12CCCCC2,8%,-19%,-13%,23%,3%[1.84 µM],-6%,8%,3%
CC1(C)CC(=O)C/C(=N/NC(=O)c2ccc(-c3ccccc3)cc2)C1,1%,-8%,4%,-8%,3%,38%,12%,-3%

# 3 of the entries above in order of the EPAC2 antag value, smallest number first:
SMILES,PTHR1 ag,EPAC1 antag,EPAC1 agonist,EPAC2 antag
Cc1c(NC(=O)c2c(O)c3ccccc3n(C)c2=O)c(=O)n(-c2ccccc2)n1C,4%,-24%,-1%,-8%
CC1(C)CC(=O)C/C(=N/NC(=O)c2ccc(-c3ccccc3)cc2)C1,-8%,4%,12%,-3%
C[C@H](CO)N1C[C@H](C)[C@@H](CN(C)CC2CCOCC2)Oc2cc(C#Cc3ccccc3F)ccc2S1(=O)=O,-6%,4%,-10%,-2%

# Single records, as listed above. Screens in order: EPAC2 agonist, PTHR1 ag, EPAC1 antag, TDP43 rescue, aSyn rescue, FUS suppressor, EPAC1 agonist, EPAC2 antag
# O=C(O)c1ccc(N/N=C2/CCCc3ccccc32)cc1 reads 3%, -24%, -29%, 14%, 11%, -10%, 0%, -29%
# C[C@H](CO)N1C[C@H](C)[C@@H](CN(C)CC2CCOCC2)Oc2cc(C#Cc3ccccc3F)ccc2S1(=O)=O reads 13%, -6%, 4%, 0%, 6%, 14%, -10%, -2%

# (further entries)
mol,EPAC2 agonist,PTHR1 ag,EPAC1 antag,TDP43 rescue,aSyn rescue,FUS suppressor,EPAC1 agonist,EPAC2 antag
COc1ccc(OCC(=O)N/N=C/c2ccc(OC)c(OC)c2C(=O)O)cc1,5%,-6%,0%,5%,-1%,x,3%,14%
Cc1cccc(OCCCC(=O)Nc2ccc(N3CCOCC3)cc2)c1,10%,-17%,-19%,-14%,-5%,3%,4%,-6%
O=C(CN(C(=O)CCC(=O)Nc1nccs1)C1CCCC1)NCc1ccc2c(c1)OCO2,-2%,-5%,-10%,2%,-5%,-7%,3%,-8%
CN=C(Nc1ccc(C(=O)OC)cc1)SC1CC(=O)N(c2ccccc2F)C1=O (configuration not stated),-11%,i,-2%,17%,2%,0%,1%,5%
COc1ccccc1N1CCN(C(=O)CN2C(=O)C3CCCCC3C2=O)CC1 (configuration not stated),-3%,-6%,-27%,-5%,9%,-1%,4%,1%
O=C(Nc1cn(-c2ccccc2)nc1-c1ccc(Cl)cc1)c1ccccc1,11%,-18%,0%,12%,-3%,x,-3%,19%
COc1ccc(N2CC(C(=O)Nc3cc(C(F)(F)F)ccc3N3CCCC3)CC2=O)c(OC)c1 (configuration not stated),0%,i,5%,-2%,0%,u,-10%,2%
Cc1ccc2c(c1)/C(=N/OC(=O)c1ccc(F)cc1)CCS2,1%,-19%[57.5 µM],-11%,22%,2%,5%,1%,12%
CCc1ccc(CN2C(=O)c3ccccc3C2C(=O)NCC2CCCO2)cc1 (configuration not stated),3%,-5%,0%,-10%,-13%,6%,0%,-4%
O=C(c1ccc2snnc2c1)N1CCN(c2ccccc2)CC1,4%,u,-11%,-5%,8%,23%,3%,-12%
Cn1c(=O)c2c(-c3ccccc3)n(-c3ccccc3)cc2n(C)c1=O,1%,-31%[inhibitor],-19%,10%,5%,2%,-3%,7%
CCC(=O)Nc1cc(OC)c(NC(=S)Nc2ccccc2CC)cc1OC,11%,i,11%,17%,0%,0%,13%,-6%
CCn1c(SCC(=O)NNC(=O)c2ccc(C)cc2)nnc1-c1ccco1,7%,-13%,-5%,-6%,-8%,-3%,0%,-1%
CCCCn1c(SCc2nnc(-c3ccccc3)o2)nc2c1c(=O)n(C)c(=O)n2C,0%,-29%,5%,-4%,1%,-1%,12%,-5%
Cc1ccc(N2C(=O)[C@@H]3Cc4ccccc4CN3C2=O)cc1,-4%,-1%[57.5 µM],10%,u,-12%,2%,-1%,11%
CC(=O)OC1C=CN(C(C)=O)C(SC(C)(C)C)C1(C)O (configuration not stated),-1%,i,9%,5%,12%,-6%,0%,-1%
O=[N+]([O-])c1ccc(N2CCCCC2)cc1SCCO,2%,-23%,4%,-3%,-4%,-11%,5%,1%
CC1(C)CC2(CCO1)C(Nc1ccccc1)=NC(=S)N2CC(N)=O (configuration not stated),13%,i,-2%,14%,0%,-5%,4%,8%
COCCOC(=O)c1c(C)oc2ccc(OCC=C(C)C)cc12,-14%,-1%,-2%,-9%,-5%,26%,5%,-3%
Brc1ccc2nc(SCCOc3ccccc3)[nH]c2c1,x,-16%,x,-88%[inhibitor],u,1%,x,x
C=CCNC(=O)c1scc2c1CCCC2,2%,i,-19%,26%,3%,-14%,3%,-2%
CCOc1ccccc1NC(=O)CNC(=O)c1nn(-c2ccc(OC)c(OC)c2)c(=O)c2ccccc12,3%,i,-22%,-1%,6%,-7%,3%,1%
Cc1ccc(C(=O)NNC(=O)/C=C\C(=O)O)cc1,8%,i,-7%,-9%,-16%,7%,6%,2%
CC1(C)CC(=O)N(CC(=O)N2CCN(c3ncccn3)CC2)c2ccccc2S1(=O)=O,13%,5%,-2%,-15%,3%,-3%,-7%,10%
CCn1c2ccccc2c2cc(NC(=O)COc3ccc(OC)cc3)ccc21,6%,-10%[57.5 µM],12%,10%,8%,13%,4%,9%
O=C(c1cc(-c2cccnc2)nc2ccccc12)N1CCN(S(=O)(=O)c2ccc(Cl)s2)CC1,5%,-15%,0%,17%,8%,x,0%,-6%
Fc1ccc(C2C3=C(Nc4ncnn42)c2ccccc2OC3c2ccncc2)cc1 (configuration not stated),4%,i,-15%,-5%,15%,21%,0%,-29%
CCN(C(=O)COC(=O)c1ccccc1Cc1ccccc1)c1c(N)n(Cc2ccccc2)c(=O)[nH]c1=O,-3%,i,-22%,12%,-4%,-18%,-4%,4%
O=C(Cc1cccc(C(F)(F)F)c1)NCc1cccnc1,3%,i,4%,-6%,9%,2%,3%,-1%
COc1ccc(CN2CCC(C)(Oc3cccc(F)c3)C2)c2ccccc12 (configuration not stated),11%,16%,u,3%,-1%,13%,-3%,-8%

# Screening data from PubChem.
